Assay outcomes from PubChem BioAssay.
ALOX12 inh: Primary qHTS assay for inhibitors of human arachidonate 12S-lipoxygenase (ALOX12): Round 2. Polyunsaturated fatty acid lipoxygenase ALOX12 (Homo sapiens), P18054. purified 12hLO, xylenol orange hydroperoxide absorbance. Potency, µM (highest dose often 108 µM), for the others: at the top dose activity change, negative = inhibition, usual class: inhibitors. 580,000 compounds, 1.1% hits. AID 1671190, 2021; further: on the % scale 0 is the no-effect control and ±100 the full control effect
Target sequence (P18054 whole entry, looked up): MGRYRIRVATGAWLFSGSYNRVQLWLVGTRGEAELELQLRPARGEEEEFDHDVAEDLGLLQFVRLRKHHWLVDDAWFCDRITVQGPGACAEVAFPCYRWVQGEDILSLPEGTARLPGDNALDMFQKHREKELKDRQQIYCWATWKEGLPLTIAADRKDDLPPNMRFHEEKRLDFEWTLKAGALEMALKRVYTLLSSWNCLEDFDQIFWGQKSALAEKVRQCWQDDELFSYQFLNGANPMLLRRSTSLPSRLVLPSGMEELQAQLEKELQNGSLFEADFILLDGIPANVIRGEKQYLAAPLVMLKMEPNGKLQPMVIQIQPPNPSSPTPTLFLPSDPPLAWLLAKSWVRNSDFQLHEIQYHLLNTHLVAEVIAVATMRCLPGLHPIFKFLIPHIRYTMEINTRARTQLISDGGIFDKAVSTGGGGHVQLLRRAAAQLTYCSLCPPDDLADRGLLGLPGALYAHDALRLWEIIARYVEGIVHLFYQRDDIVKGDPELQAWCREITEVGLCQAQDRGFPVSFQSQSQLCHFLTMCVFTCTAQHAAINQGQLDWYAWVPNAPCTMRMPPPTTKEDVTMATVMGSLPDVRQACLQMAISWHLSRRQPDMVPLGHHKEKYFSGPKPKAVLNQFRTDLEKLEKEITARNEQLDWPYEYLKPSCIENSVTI
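Purified human 12hLO at 150 nM in 25 mM Hepes, 0.01% Triton X-100, pH 7.0, preincubated 15 min at room temperature with compound. Reaction started with 40 uM arachidonic acid, 30 min at room temperature. Hydroperoxide measured by Fe-xylenol orange, 573/405 nm absorbance ratio.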
rTrxR1 inhibitor: qHTS Assay for Inhibitors of Mammalian Selenoprotein Thioredoxin Reductase 1 (TrxR1): qHTS; Thioredoxin reductase 1, cytoplasmic (Rattus norvegicus), O89049; recombinant rTrxR1, NADPH fluorescence consumption, selenite substrate; Potency, µM (top dose mostly 114 µM), without a hit: at the highest dose activity change, negative = inhibition, usual class: inhibitors; 390,000 compounds, 1% hits; AID 588453, 2011; further: on the % scale 0 is the no-effect control and ±100 the full control effect; nearly all actives have a fitted effect of over 65% in size
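Rat TrxR1 (90 nM in the dispensed reagent) was pre-reduced with 400 uM NADPH for 5 min at room temperature, then incubated with compound for 15 min. After 400 uM selenite was added, NADPH fluorescence (Ex 340/Em 450 nm) was followed for 8 min.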
TrxR1 substrate: qHTS Assay for Substrates of Mammalian Selenoprotein Thioredoxin Reductase 1 (TrxR1): qHTS. purified TrxR1 substrate turnover, NADPH consumption readout. 390,000 compounds, 0.01% hits. Potency, µM (series often up to 114 µM), for inactives: at the highest dose activity change, negative = substrate turnover; further: on the % scale 0 is the no-effect control and ±100 the full control effect; nearly all actives have a fitted effect of over 50% in size
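Rat TrxR1, dispensed at 90 nM, was prereduced with 400 uM NADPH (final) for 5 min at ~22 deg C, then incubated with compound 15 min before 400 uM selenite. A first-read NADPH fluorescence drop versus no-compound background flagged substrates.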
Vif-A3F inh: qHTS for Inhibitors of Vif-A3F Interactions: qHTS | HeLa A3F-eYFP + Vif (tagged APOBEC3F with the HIV-1 protein that degrades it), YFP fluorescence increase | Potency, µM (series often up to 46.1 µM), inactives show at the top dose activity, negative = active | 390,000 compounds, 0.2% hits; further: % of control where 0% means no effect; nearly all actives have a fitted effect of over 65% in size
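Fluorescence increase (Ex 488/Em 500-530) after overnight compound treatment at 37 deg C flags inhibition of Vif-driven A3F-eYFP loss in stable HeLa A3F-eYFP/Vif cells seeded overnight beforehand.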
USP1-UAF1 inh: Inhibitors of USP1/UAF1: Primary Screen; Ubiquitin carboxyl-terminal hydrolase 1 (Homo sapiens), O94782; recombinant USP1/UAF1, Ub-Rhodamine cleavage fluorescence; Potency, µM (titrated, usually from 57.1 µM), for inactives: at the top dose activity change, negative = inhibition, actives largely listed as inhibitors; 390,000 compounds, 0.23% hits; AID 743255, 2014; further: on the % scale 0 is the no-effect control and ±100 the full control effect; nearly all actives have a fitted effect of over 60% in size; inactives centre near -12
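1 nM enzyme complex + cpd, 15 min RT; start with Ub-Rho 150nM final; kinetic fluorescence ex 480/em 540, 6 reads q60 s. Buffer 50mM HEPES pH 7.8, 0.5mM EDTA, 0.1 mg/ml BSA, 1mM TCEP, 0.01% Tween-20.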
RGS4 inh: Inhibitors of Regulator of G Protein Signaling (RGS) 4: qHTS; Transcreener GDP fluorescence polarization, RGS4-accelerated GTP hydrolysis; Regulator of G-protein signaling 4 (Homo sapiens), P49798; 390,000 compounds, 0.039% hits; Potency, µM (series often up to 114 µM), without a hit: top-dose activity change, negative = inhibition, actives largely listed as inhibitors; further: on the % scale 0 is the no-effect control and ±100 the full control effect; nearly all actives have a fitted effect of over 75% in size; some results filed as inactive show a strong effect at the top dose
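MLSMR compounds (23 nl, pin-transferred) preincubated 10 min at room temperature with a 500nM (2x) first reagent, then RGS4 at 900nM (2x) plus Transcreener GDP mix added; fluorescence polarization (620/688 nm) read before and after 90 min at 30 °C.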
Vif-APOBEC3G blk: qHTS for Inhibitors of Vif-A3G Interactions: qHTS. DNA dC->dU-editing enzyme APOBEC-3G (Homo sapiens), Q9HC16. HeLa A3G-eYFP + Vif (tagged APOBEC3G with the HIV-1 protein that degrades it), YFP fluorescence, overnight. Potency, µM (top dose mostly 46.1 µM), inactives show top-dose activity, negative = active, most hits filed as inhibitors. 410,000 compounds, 0.076% hits. AID 602310, 2012;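 further: on the % scale 0 is the no-effect control and ±100 the full control effect; nearly all actives have a fitted effect of over 60% in size; hits raise eYFP signal because A3G escapes Vif-driven loss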
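HeLa cells stably expressing Vif and C-terminally eYFP-tagged A3G, seeded overnight at 37 deg C, then exposed to compound by pintool overnight at 37 deg C. Rise in yellow fluorescence (Ex 488/Em 500-530, Acumen) marks blocked Vif-driven A3G degradation.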
IDH1 R132H inh: qHTS for Inhibitors of mutant isocitrate dehydrogenase 1 (IDH1): qHTS. Isocitrate dehydrogenase [NADP] cytoplasmic (Homo sapiens), O75874. IDH1-R132H enzyme, NADPH consumption, diaphorase/resazurin fluorescence. Potency, µM (top dose mostly 76.6 µM), for the others: at the highest dose activity change, negative = inhibition, usual class: inhibitors. 390,000 compounds, 0.093% hits; further: on the % scale 0 is the no-effect control and ±100 the full control effect; nearly all actives have a fitted effect of over 65% in size
Target sequence (O75874 whole entry R132H, stated change not applied): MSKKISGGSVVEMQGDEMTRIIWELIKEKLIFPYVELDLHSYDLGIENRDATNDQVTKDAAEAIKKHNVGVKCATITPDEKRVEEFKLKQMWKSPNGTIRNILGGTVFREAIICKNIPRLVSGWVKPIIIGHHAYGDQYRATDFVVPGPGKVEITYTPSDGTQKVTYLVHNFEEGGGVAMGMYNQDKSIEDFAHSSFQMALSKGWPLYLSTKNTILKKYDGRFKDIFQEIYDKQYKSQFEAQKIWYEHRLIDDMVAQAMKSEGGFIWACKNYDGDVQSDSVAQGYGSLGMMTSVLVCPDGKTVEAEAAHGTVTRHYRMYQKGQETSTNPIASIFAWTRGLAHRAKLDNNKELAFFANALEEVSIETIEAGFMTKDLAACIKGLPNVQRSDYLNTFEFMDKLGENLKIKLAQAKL
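IDH1-R132H (0.5 ug/mL dispensed) in pH 7.5 Tris buffer was preincubated 30 min with compound, then given a substrate mix of 0.016 mM NADPH and 2 mM alpha-KG for 80 min at room temperature; remaining NADPH was read by diaphorase/resazurin fluorescence.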
RXFP1 ag: qHTS Assay for Agonists of the Relaxin Receptor RXFP1 | Relaxin receptor 1 (Homo sapiens), Q9HBX9 | HEK293T-RXFP1 cAMP TR-FRET, 30 min; response scale: percent of porcine relaxin response, buffer zero | Potency, µM (top dose mostly 57.5 µM), for the others: top-dose activation, usual class: activators | 370,000 compounds, 0.3% hits | AID 2676, 2010; further: on the % scale 0 is the no-effect control and ±100 the full control effect; nearly all actives have a fitted effect of over 60% in size; many of its hits are not listed in these tables
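cAMP rise read by TR-FRET after 30 min, 37C compound exposure (up to 58 uM) in RXFP1-transfected HEK293 cells with Ro 20174 present. EC50 from Hill-equation fits, with 29 nM porcine relaxin as 100% and buffer as basal.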
* = called active by the depositor; ? = inconclusive; . = not tested or not shown; [ ] = another dose, or the depositor's remark. The call rests on the fitted dose curve; in most records, active means well fitted curve in the direction sought with a large enough effect; inconclusive means small, poorly fitted or top-dose-only effect, or another doubt; inactive means no such curve, though single readings can be large; an effect the other way counts as inactive or inconclusive. Potency means the concentration at half of the fitted maximal effect.

mol	ALOX12 inh	rTrxR1 inhibitor	TrxR1 substrate	Vif-A3F inh	USP1-UAF1 inh	RGS4 inh	Vif-APOBEC3G blk	IDH1 R132H inh	RXFP1 ag
CC(=O)c1cccc(OCC(O)CNCCc2ccc(Cl)cc2)c1 (stereo not drawn)	?	8%	-1%	-15%	-12%	18%	3%	0%	-0.4%
COc1ccc(NC(=O)CSc2nncs2)cc1OC	0%	43%[activator][57.1 µM]	12%[57.1 µM]	-6%	0%	6%	4%	2%	0.1%
COc1ccc(C(=O)NCC(C)(C)CNC(=O)c2ccc(OC)cc2)cc1	-7%	16%[11.4 µM]	10%[11.4 µM]	-8%	?	-11%	-3%	1%	.
CCOC(=O)c1ccc(NC(=O)c2nc(SC)ncc2Cl)cc1	7%	34%	-1%	6%	-13%	22%	-3%	16%	0.8%
COc1ccc(CCNC(=O)c2ccc(CNc3nc(=S)[nH]c4ccccc34)cc2)cc1OC	-7%	21%[57.1 µM]	-4%	0%	-6%	-10%	-3%	-2%	2.0%
Cc1nc(-c2ccccc2)sc1-c1nc(-c2ccncc2)ncc1S(=O)(=O)c1ccccc1	10%	2%	3%	?	-20%	-14%	2%	2%	5.8%
COc1ccc2c(c1)c1c(c(=O)n(-c3cccc(C)c3)c(=O)n1CC(=O)NCc1ccc(C)cc1)n2C	0%	31%	15%	-4%	-28%	5%	1%	-4%	9.2%
CC(=NNC(=S)N1CC2CCC(CC2)C1)c1ccncn1	?	?	-18%	11%	-8%	-23%	0%	2%	.
CC1(C)Cc2c(sc(NC(=O)c3ccc4c(c3)OCCO4)c2C(N)=O)C(C)(C)N1	0%	28%	2%	-4%	-16%	11%	1%	11%	3.0%
CCN(CC)C(=O)C1=C(C)N(CCC2=CCCCC2)C(=O)C(CC(=O)NCCN2CCOCC2)C1 (stereo not drawn)	0%	.	.	-1%	-29%	.	0%	0%	.
O=C(NCC1CCCO1)C1CCN(S(=O)(=O)N2CCCC2)CC1 (stereo not drawn)	19%	15%	8%	-1%	-5%	-17%	3%	0%	-0.3%
CC(=O)Nc1ccc(S(=O)(=O)NCCC(=O)OCc2nc(N)nc(Nc3ccccc3C)n2)cc1	.	-6%	-6%	3%	-15%	-19%	-2%	8%	1.4%
CCN(CC)C(=O)C1CCCN(c2ccccc2[N+](=O)[O-])C1 (stereo not drawn)	8%	7%	0%	1%	-16%	0%	14%	1%	2.4%
CC(NC(=O)Cn1cnnn1)c1cccc(C(F)(F)F)c1 (stereo not drawn)	-1%	14%	3%	-12%	-22%	19%	2%	0%	-1.0%
O=C(Cn1cc(F)c(=O)[nH]c1=O)NCCO	-3%	8%	-4%	0%	-8%	7%[11.4 µM]	3%	-7%	0.6%
COc1cc(OC)cc(C(=O)Nc2ccc3c(c2)n(C)c(=O)n3C)c1	15%	3%	-1%	-14%	-12%	7%	-7%	1%	1.9%
COc1ccc(S(=O)(=O)N2N=C(C)Oc3ccccc3C2=O)cc1	-21%	12%	0%	-1%	-20%	-1%	?	9%	-1.2%
CCCCn1c(N)c(N(CCOC)C(=O)c2cccc(S(=O)(=O)N(C)c3ccc(C)cc3)c2)c(=O)[nH]c1=O	4%	22%	7%	7%	-19%	10%	0%	-1%	0.2%
CCOc1cccc(NC(=O)c2ccc(S(=O)(=O)N3CCCC3)cc2)c1	-23%	18%	-4%	0%	-4%	4%	-1%	-2%	0.0%
Cc1nn(C)cc1S(=O)(=O)Nc1ncccn1	?	7%	-1%	1%	-23%	24%	2%	-5%	-1.9%
CC(C)(C)OC(=O)C[C@H]1C/C=C\C[C@H](CC(=O)N(CCO)Cc2ccccc2)C(=O)N2CCC[C@H]2COC1=O	0%	13%	-4%	7%	-11%	-10%	2%	-4%	.
O=C(COC(=O)c1ccc(Cl)c(S(=O)(=O)N2CCOCC2)c1)NCc1ccco1	-14%	4%	1%	2%	-8%	10%	-2%	-2%	2.6%
CCOc1cc(NC(=S)NCCCN2CCOCC2)c(OCC)cc1NC(=O)c1ccccc1C	0%	-29%	-12%	-1%	-17%	-2%[11.4 µM]	-7%	-5%	-0.2%
CC(=O)c1cc2c(cc1NC(=O)CSc1nc3ccccc3o1)OCO2	0%	8%	31%	-1%	-15%	-26%	-3%	6%	4.1%
COc1cc(CC(=O)Nc2cc(S(=O)(=O)N3CCOCC3)ccc2N2CCCC2)cc(OC)c1OC	3%	?	-8%	-8%	6%	-50%	-4%	3%	.
Cc1ccc(NC(=O)CSc2nnc(/N=C/N(C)C)s2)cc1	4%	24%[57.1 µM]	33%	-1%	1%	-14%	1%	3%	1.3%
O=C(CSc1nc2ccsc2c(=O)n1NC(=O)c1ccccc1)Nc1nccs1	11%	35%	-2%	-16%	-8%	-23%	-16%	9%	-0.9%
COc1ccccc1C(=O)OCc1c(F)cccc1Cl	0%	-5%	-1%	.	-6%	-12%	-8%	1%	-0.4%
Cn1c(=O)c2c(ncn2Cc2ccccc2)n(C)c1=O	-1%	-22%	6%	-1%	-29%	-48%	1%	2%	?
O=c1c(Cl)c(N2CCN(c3ccc(F)cc3)CC2)cnn1C12CC3CC(CC(C3)C1)C2	-24%	-4%	-10%	4%	-22%	-20%	0%	6%	0.6%

Given with values under each structure: two of the compounds above
Each structure is followed by: ALOX12 inh	rTrxR1 inhibitor	TrxR1 substrate	Vif-A3F inh	USP1-UAF1 inh	RGS4 inh	Vif-APOBEC3G blk	IDH1 R132H inh	RXFP1 ag
> CC(=O)Nc1ccc(S(=O)(=O)NCCC(=O)OCc2nc(N)nc(Nc3ccccc3C)n2)cc1
→ .	-6%	-6%	3%	-15%	-19%	-2%	8%	1.4%
> Cc1ccc(NC(=O)CSc2nnc(/N=C/N(C)C)s2)cc1
→ 4%	24%[57.1 µM]	33%	-1%	1%	-14%	1%	3%	1.3%

(next part)
mol	ALOX12 inh	rTrxR1 inhibitor	TrxR1 substrate	Vif-A3F inh	USP1-UAF1 inh	RGS4 inh	Vif-APOBEC3G blk	IDH1 R132H inh	RXFP1 ag
COc1ccc2c(c1)c(C(=O)O)c(C)n2CCc1ccc(OC)c(OC)c1	9%	27%	9%	-7%	-11%	26%	-8%	-5%	1.1%
O=C(CCc1nc2ccccc2c(=O)[nH]1)N1CCN(S(=O)(=O)c2cccc([N+](=O)[O-])c2)CC1	-19%	4%[57.1 µM]	-2%[57.1 µM]	-6%	-1%	25%	1%	-9%	0.1%
O=S(=O)(NCCSCc1ccc(Cl)cc1Cl)c1ccc2c(c1)OCCO2	-17%	8%	-6%	.	-13%	?	3%	-1%	2.0%
O=C(Nc1cccc(Cl)c1Cl)c1ccco1	-2%	.	.	0%	?	.	-2%	10%	.
CCOC(=O)CN(C(=O)CSc1nnc(CNc2ccc(C)cc2C)n1CC)c1ccccc1	0%	-12%	-6%	-4%	-16%	1%	0%	5%	0.4%
c1ccc(C2=Nc3ccccc3OC2)cc1	?	-16%	-4%	3%	-14%	23%	-5%	4%	0.5%

Some of the entries so far, with two lines to a compound:
Each structure is followed by: ALOX12 inh | rTrxR1 inhibitor | TrxR1 substrate | Vif-A3F inh | USP1-UAF1 inh | RGS4 inh | Vif-APOBEC3G blk | IDH1 R132H inh | RXFP1 ag
> O=C(CCc1nc2ccccc2c(=O)[nH]1)N1CCN(S(=O)(=O)c2cccc([N+](=O)[O-])c2)CC1
  -19% | 4%[57.1 µM] | -2%[57.1 µM] | -6% | -1% | 25% | 1% | -9% | 0.1%
> O=S(=O)(NCCSCc1ccc(Cl)cc1Cl)c1ccc2c(c1)OCCO2
  -17% | 8% | -6% | . | -13% | ? | 3% | -1% | 2.0%
> O=C(Nc1cccc(Cl)c1Cl)c1ccco1
  -2% | . | . | 0% | ? | . | -2% | 10% | .
> CCOC(=O)CN(C(=O)CSc1nnc(CNc2ccc(C)cc2C)n1CC)c1ccccc1
  0% | -12% | -6% | -4% | -16% | 1% | 0% | 5% | 0.4%
> c1ccc(C2=Nc3ccccc3OC2)cc1
  ? | -16% | -4% | 3% | -14% | 23% | -5% | 4% | 0.5%

This is a subset, so the mix of outcomes need not match the whole.
